# CHRM4 PAM: human M4 muscarinic receptor positive allosteric modulators, primary screen, CHO-K1 cells, Fluo-8 calcium fluorescence. AID 624126, 2012. actives 0.4% (n = 360,000). activation, % at 3 µM. CHO-K1 hM4/Gqi5, ACh EC20; 0% = ACh EC20, 100% = maximal ACh. Muscarinic acetylcholine receptor M4 (Homo sapiens), P08173;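 active = activation above its plate's cutoff, the mean activation of sample wells plus 3 SD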; note: some results filed as inactive read as strong as hits
# Target sequence (P08173 whole entry, looked up): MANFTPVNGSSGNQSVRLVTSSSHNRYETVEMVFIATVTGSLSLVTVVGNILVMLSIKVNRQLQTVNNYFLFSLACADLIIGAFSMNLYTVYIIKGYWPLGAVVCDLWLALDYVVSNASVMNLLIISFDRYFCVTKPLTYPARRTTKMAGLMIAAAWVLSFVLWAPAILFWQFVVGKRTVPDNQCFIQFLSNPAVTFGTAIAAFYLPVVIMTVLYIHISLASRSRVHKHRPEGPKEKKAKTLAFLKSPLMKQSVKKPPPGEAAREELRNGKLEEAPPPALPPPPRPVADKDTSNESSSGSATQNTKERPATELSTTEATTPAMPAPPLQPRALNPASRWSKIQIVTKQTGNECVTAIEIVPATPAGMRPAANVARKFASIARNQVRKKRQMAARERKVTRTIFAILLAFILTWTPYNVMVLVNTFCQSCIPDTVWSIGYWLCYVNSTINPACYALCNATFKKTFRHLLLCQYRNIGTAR
# CHO-K1 Ca antag: nonselective inhibitor or artifact in parental CHO-K1 cells; ATP-induced calcium, Fluo-8 fluorescence; inhibition, % at 3 µM; actives 0.6% (n = 360,000); AID 602250;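 active = inhibition above a per-plate cutoff, the plate's mean sample inhibition plus 3 SD, cut at about 24% in these data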;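 note: 0% = DMSO plus EC80 ATP and 100% = DMSO alone without ATP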
# CHRM4 antagonist: human M4 muscarinic receptor antagonists, primary screen, CHO cells, Fluo-8 calcium fluorescence; CHO-hM4 cells, ACh EC80; inhibition, % at 3 µM; actives 0.73% (n = 360,000); AID 624125, 2012;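 active = inhibition above its plate's cutoff, the mean inhibition of sample wells plus 3 SD, cut at about 27% in these data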;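 note: 0% = acetylcholine EC80 with DMSO and 100% = DMSO without agonist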
# CHO-K1 Ca ag: counter-screen for M1 agonists: effect in parental CHO-K1 cells; actives 0.48% (n = 360,000); activation, % at 3 µM; Fluo-8 calcium fluorescence; scaled to maximal ATP response, vehicle zero; in the data active = activation above about 15%;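 note: untransfected CHO-K1 host cells lacking M1 receptor as counterscreen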
# M5 PAM: human M5 muscarinic receptor positive allosteric modulators, primary screen, CHO-K1 cells, Fluo-8 calcium fluorescence; Muscarinic acetylcholine receptor M5 (Homo sapiens), P08912; CHO-K1 hM5, ACh EC20 PAM; 0% = ACh EC20, 100% = ACh EC100; activation, % at 3 µM; actives 0.3% (n = 360,000); AID 624038, 2012;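 active = activation above the run cutoff, the mean activation of all test compounds plus 3 SD, cut at about 18% in these data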
# Target sequence (P08912 whole entry, looked up): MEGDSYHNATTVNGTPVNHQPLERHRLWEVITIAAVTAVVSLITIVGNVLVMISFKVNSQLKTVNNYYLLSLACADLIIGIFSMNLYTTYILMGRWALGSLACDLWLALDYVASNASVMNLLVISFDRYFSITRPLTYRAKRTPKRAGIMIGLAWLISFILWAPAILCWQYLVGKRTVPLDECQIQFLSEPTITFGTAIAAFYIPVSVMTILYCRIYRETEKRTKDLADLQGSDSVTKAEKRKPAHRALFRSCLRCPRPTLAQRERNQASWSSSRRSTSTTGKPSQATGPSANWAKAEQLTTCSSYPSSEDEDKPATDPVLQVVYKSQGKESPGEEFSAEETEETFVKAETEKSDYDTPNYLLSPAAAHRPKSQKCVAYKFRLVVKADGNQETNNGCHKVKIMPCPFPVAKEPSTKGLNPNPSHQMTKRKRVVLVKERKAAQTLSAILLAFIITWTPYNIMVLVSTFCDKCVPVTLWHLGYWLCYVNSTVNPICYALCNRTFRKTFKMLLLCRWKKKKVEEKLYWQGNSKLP
#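 Replicates: One well per compound, no replicates | System: Human M5 receptor in CHO-K1 cells | Benchmarks: Low control EC20 acetylcholine (0%), high control EC100 acetylcholine (100%) | Probe or stimulus: Acetylcholine, EC20 level | Times: Fluo-8 loading 80 min at 37 °C plus 30 min room temperature | Signal: Intracellular calcium via Fluo-8 fluorescence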
# CHO-K1 Ca PAM: nonselective calcium activators in parental CHO-K1 cells, primary screen, counter-screen for M1 PAM project, cell-based, Fluo-8 calcium fluorescence, full deck, 1536-well | ATP EC20; 0% at ATP EC20, 100% at ATP max | activation, % at 3 µM | actives 0.02% (n = 360,000) | AID 602247, 2012;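 active = activation above the run cutoff, the mean activation of all test compounds plus 3 SD, cut at about 40% in these data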;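 note: peak over basal fluorescence ratio in a 140 s read after ATP addition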
# M5 ag: human M5 muscarinic receptor agonists, primary screen, CHO-K1 cells, Fluo-8 calcium fluorescence; Muscarinic acetylcholine receptor M5 (Homo sapiens), P08912; CHO-K1 hM5 cells; 0% DMSO wells, 100% maximal acetylcholine response; activation, % at 3 µM; actives 0.19% (n = 360,000);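 active = activation above the run's mean over test compounds plus 3 SD, cut at about 23% in these data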;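 note: signal is peak over basal fluorescence ratio across the kinetic read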
# CHRM4 agonist: human M4 muscarinic receptor agonists, primary screen, CHO-K1 cells, Fluo-8 calcium fluorescence; CHO-K1 hM4/Gqi5; vehicle 0%, full acetylcholine response 100%; Muscarinic acetylcholine receptor M4 (Homo sapiens), P08173; actives 0.14% (n = 360,000); activation, % at 3 µM; AID 624127, 2012;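 active = activation above the run mean over all test wells plus 3 SD, cut at about 32% in these data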;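 note: peak over basal fluorescence ratio per well then scaled between controls; 0% = DMSO wells and 100% = acetylcholine at EC100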
# M5 antag: human M5 muscarinic receptor antagonists, primary screen, CHO cells, Fluo-8 calcium fluorescence. actives 0.59% (n = 360,000). AID 624040, 2012. CHO-hM5 cells, ACh EC80. inhibition, % at 3 µM. Muscarinic acetylcholine receptor M5 (Homo sapiens), P08912;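 active = inhibition above a per-plate cutoff, the mean of that plate's test compounds plus 3 SD, cut at about 27% in these data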;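 note: 0% = acetylcholine EC80 with DMSO and 100% = DMSO without agonist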
# Active calls of the source: *. An unsorted share of the library. About 2.7% of those tested had a hit in this group.
# The opening eight records as a preview:
nr	mol	CHRM4 PAM	CHO-K1 Ca antag	CHRM4 antagonist	CHO-K1 Ca ag	M5 PAM
1	O=C(CCc1nnc(Cc2ccc(-c3ccccc3)cc2)o1)NCCc1cccnc1	-23	14	3	8.0	-18
2	O=C(OCc1ccccc1)/C(=C/c1ccc(Cl)cc1)NC(=O)c1ccccc1Cl	21	-7	9	0.2	5
3	CCC(C)Oc1ccc(/C=C/c2[nH]c(=O)[nH]c(=O)c2[N+](=O)[O-])cc1OC (centres undefined)	-2	-1	1	-0.1	2
4	Cc1cccc(C)c1OCc1nnc(SCC(=O)Nc2ccccc2F)o1	-2	3	-3	1.8	-6
5	C[C@]12c3[nH]c4ccc(Cl)cc4c3CCN1C(=O)[C@@H](CC(=O)NCc1cccc(C(F)(F)F)c1)C[C@@H]2C(=O)N1CCOCC1	3	-10	0	2.4	3
6	Clc1ccc(CSc2nnc3c(n2)[nH]c2ccccc23)cc1	-6	-3	1	0.6	-4
7	Cc1c(CC(=O)NCCCC(=O)O)c(=O)oc2cc3occ(-c4ccccc4)c3cc12	5	2	-10	-0.1	1
8	Cc1n(-c2ccccc2)c2ccc(Cl)cc2[n+]1CCO	5	-10	7	1.2	-3

nr	CHO-K1 Ca PAM	M5 ag	CHRM4 agonist	M5 antag
1	-6	4	10	9
2	-6	2	1	16
3	14	6	0	-3
4	-2	2	4	-3
5	28	2	10	1
6	0	-2	1	8
7	5	0	-1	5
8	29	-3	1	-2

# All compounds of this part (from the top)
nr	mol	CHRM4 PAM	CHO-K1 Ca antag	CHRM4 antagonist	CHO-K1 Ca ag	M5 PAM
1	O=C(CCc1nnc(Cc2ccc(-c3ccccc3)cc2)o1)NCCc1cccnc1	-23	14	3	8.0	-18
2	O=C(OCc1ccccc1)/C(=C/c1ccc(Cl)cc1)NC(=O)c1ccccc1Cl	21	-7	9	0.2	5
3	CCC(C)Oc1ccc(/C=C/c2[nH]c(=O)[nH]c(=O)c2[N+](=O)[O-])cc1OC (centres undefined)	-2	-1	1	-0.1	2
4	Cc1cccc(C)c1OCc1nnc(SCC(=O)Nc2ccccc2F)o1	-2	3	-3	1.8	-6
5	C[C@]12c3[nH]c4ccc(Cl)cc4c3CCN1C(=O)[C@@H](CC(=O)NCc1cccc(C(F)(F)F)c1)C[C@@H]2C(=O)N1CCOCC1	3	-10	0	2.4	3
6	Clc1ccc(CSc2nnc3c(n2)[nH]c2ccccc23)cc1	-6	-3	1	0.6	-4
7	Cc1c(CC(=O)NCCCC(=O)O)c(=O)oc2cc3occ(-c4ccccc4)c3cc12	5	2	-10	-0.1	1
8	Cc1n(-c2ccccc2)c2ccc(Cl)cc2[n+]1CCO	5	-10	7	1.2	-3
9	O=[N+]([O-])c1ccc(Cl)c(S(=O)(=O)Nc2ccc3cn[nH]c3c2)c1	-2	-6	4	0.8	-3
10	Cc1nc2ccccc2nc1CN1CCC(CO)(CC2CCCCO2)CC1 (centres undefined)	3	-11	-6	0.4	-2
11	COc1ccc(NS(=O)(=O)c2ccc3oc(SCC(N)=O)nc3c2)cc1	-10	-5	12	4.5	-7
12	CCOc1ccc(N(CC(=O)NCc2ccc(OC)cc2)S(C)(=O)=O)cc1	-1	-2	3	0.2	0
13	COc1ccccc1NC(=O)Nc1ccc(Br)cn1	20	-10	11	0.1	7
14	CC1CN(C(=O)c2ccc(COc3ccccc3Br)o2)CC(C)O1 (centres undefined)	13	-6	-7	0.5	-4
15	CCOc1ccc(CCN2C(=S)N([C@@H](CC(C)C)CN3CCC[C@@H]3CN3C(=S)NC[C@@H]3Cc3ccc(O)cc3)C[C@@H]2CC(C)C)cc1	-8	12	2	-0.3	-8

nr	CHO-K1 Ca PAM	M5 ag	CHRM4 agonist	M5 antag
1	-6	4	10	9
2	-6	2	1	16
3	14	6	0	-3
4	-2	2	4	-3
5	28	2	10	1
6	0	-2	1	8
7	5	0	-1	5
8	29	-3	1	-2
9	12	-2	2	21
10	17	0	1	7
11	-10	-2	4	17
12	14	0	1	2
13	22	-1	0	1
14	14	-2	3	2
15	-8	-2	-2	2

# Later entries.
nr	mol	CHRM4 PAM	CHO-K1 Ca antag	CHRM4 antagonist	CHO-K1 Ca ag	M5 PAM
16	CCc1nnc(NC(=O)CC23CC4CC(CC(Br)(C4)C2)C3)s1	1	-11	-4	0.0	-3
17	CCOC(=O)C1CCN(CC(=O)Nc2ccc(OC)c(Cl)c2)CC1	0	-12	3	1.0	8
18	CCNC(=O)/C(=C\c1ccccc1)NC(=O)/C=C/c1ccccc1	-2	11	-2	-0.3	-2
19	Cc1ccnc(N2CCC(C(=O)NC3CCCCCC3)CC2)n1	9	0	-1	1.8	-4
20	O=C(COC(=O)c1cc(S(=O)(=O)N2CCc3ccccc3C2)ccc1Cl)NCc1ccco1	2	5	-9	0.0	-2
21	Cc1ccc(Cc2cnc(NC(=O)CN3CCOCC3)s2)cc1Cl	7	-32	-12	10	5
22	Cc1cc(=O)c(C(=O)O)nn1-c1ccccc1	3	-8	-4	6.3	-4
23	CCC(Cc1ccccc1)NC(=O)CCNS(=O)(=O)c1cc(Br)cnc1N (centres undefined)	3	-9	-17	3.9	-1
24	CCO[C@@H]1OC(C(=O)N2CCCCCCC2)=C[C@H](c2csc3ccccc23)[C@H]1CCCO	2	-5	-7	0.2	2
25	COc1ccc(C(=O)NC2CC(C)(C)Cc3c2cnn3-c2ccccc2C)o1 (centres undefined)	-1	-6	0	-0.1	-3
26	COc1cccc(N=Nc2c(N)[nH]n3c(=O)cc(-c4ccccc4)nc23)c1	4	-12	-3	0.5	-1
27	COc1cc(C[C@@H](C)[C@@H](C)Cc2ccc(O)c(OC)c2)ccc1O	2	16	3	-0.7	2
28	CCN(CC)CCOC(=O)C1(c2ccc([N+](=O)[O-])cc2)CCCC1	-17	-6	49*	0.5	-19
29	COc1ccc(OC[C@@H](O)CNC(=O)c2cccc3c2C(=O)c2ccc(-c4ccc(F)cc4OCc4ccccc4)cc2S3(=O)=O)cc1	13	4	-10	-0.5	1
30	Cc1ccc(S(=O)(=O)N2c3cc(C)ccc3OCC2C(C)(C)C)cc1 (centres undefined)	-11	-13	-2	0.0	-21

nr	CHO-K1 Ca PAM	M5 ag	CHRM4 agonist	M5 antag
16	-4	0	1	2
17	-1	-2	1	5
18	-9	0	0	1
19	13	0	2	10
20	-1	0	5	-4
21	22	14	29	6
22	2	2	1	8
23	9	-5	9	-6
24	-3	2	5	5
25	0	-4	0	17
26	18	-2	1	0
27	-26	-6	1	16
28	8	-2	2	84*
29	1	1	0	2
30	0	-11	-1	-12

# New compounds follow.
nr	mol	CHRM4 PAM	CHO-K1 Ca antag	CHRM4 antagonist	CHO-K1 Ca ag	M5 PAM
31	CCOc1ccccc1-n1c(N)c(C(N)=O)sc1=S	8	-8	6	1.0	22*
32	COc1cc(NC(=O)c2cccnc2)c(Cl)cc1NC(=O)c1ccccc1	2	2	-3	1.4	-5
33	C#CCN1C(=O)C(O)(CC(=O)c2ccc(OC)c(OC)c2)c2ccccc21 (centres undefined)	-3	-4	8	4.6	5
34	O=c1[nH]c(SCc2cccc(Cl)c2)nc2ccccc12	1	-11	3	0.9	5
35	CC1(C)C(=O)OC(/C=C\c2ccccc2)C(C)(C)C1=O (centres undefined)	-1	-12	-1	0.6	-8
36	Cc1noc(C)c1S(=O)(=O)N1CCCC(C(=O)N2CCN(C3CCCCC3)CC2)C1 (centres undefined)	-5	-3	1	0.8	-3
37	Cc1nc2ccc(NC(=O)c3sccc3C)cc2s1	8	-2	9	0.6	-6
38	CCOC(=O)c1c(NC(=O)CSc2nncs2)sc(C)c1-c1ccccc1	-2	2	3	1.8	-7
39	CC1CCC(=O)N(CCOc2ccccc2)CC1 (centres undefined)	2	-3	5	0.0	5
40	COC(=O)c1sccc1NC(=O)c1ccc(Br)s1	5	-19	-9	-0.1	6
41	CN(C)c1ccc(NC(=O)c2sc(SCC(=O)Nc3nccs3)nc2N)cc1	-27	8	22	6.6	-17
42	O=C(NCC(=O)N(Cc1ccc(F)cc1)C(C(=O)NCC1CCCO1)c1ccccc1)c1ccco1 (centres undefined)	1	3	-10	0.6	6
43	COC(CN(C)S(=O)(=O)c1cc2c3c(c1)CCC(=O)N3CCC2)OC	9	-17	-12	1.6	5
44	COc1ccccc1OCCSc1ncnc2nc[nH]c12	0	-3	-7	2.1	-2
45	COC(=O)CNC(=O)c1ccc(NS(=O)(=O)c2cc([N+](=O)[O-])ccc2Cl)cc1	11	-17	-2	0.7	0

nr	CHO-K1 Ca PAM	M5 ag	CHRM4 agonist	M5 antag
31	20	11	2	-10
32	-6	-3	3	6
33	17	1	3	-5
34	5	-1	1	1
35	2	0	1	14
36	16	-6	2	0
37	7	-3	1	4
38	5	-1	1	-4
39	-11	-3	2	5
40	10	-3	0	-7
41	3	7	24	16
42	13	1	4	2
43	16	-1	2	-18
44	-7	7	6	3
45	14	-1	1	10

# Additional records.
nr	mol	CHRM4 PAM	CHO-K1 Ca antag	CHRM4 antagonist	CHO-K1 Ca ag	M5 PAM
46	O=C(Nc1ncccc1O)c1ccc(Cl)c(S(=O)(=O)N2CCCC2)c1	3	-10	-3	1.2	5
47	CC(=O)N/C(=C\c1ccccc1)C(=O)OCC(=O)N(CC(C)C)c1c(N)n(Cc2ccccc2)c(=O)[nH]c1=O	11	-3	-13	0.2	1
48	COc1cccc(C(C)NC(=O)Nc2ccccc2Cl)c1 (centres undefined)	-2	2	6	8.5	-8
49	CN1C(=O)NC(c2ccccc2[N+](=O)[O-])C2=C1CC(C)(C)CC2=O (centres undefined)	-1	-13	6	0.9	-2
50	CCc1c(C)nc(SCC(=O)N2CCN(c3ccccc3)CC2)[nH]c1=O	0	5	-2	0.0	-3
51	Clc1ccc(-c2nc3ccccn3c2CN2CCCCC2)cc1	10	-3	-9	0.8	1
52	Cc1cccc(OCC(=O)NCC(=O)n2nc(C)cc2C)c1	8	-2	-22	0.1	-16
53	COc1cc(CCC(=O)OCC(=O)N(CCC#N)c2ccccc2)cc(OC)c1OC	0	-8	6	2.4	2
54	CCc1ccc(Nc2c([N+](=O)[O-])c(=O)oc3ccccc23)cc1	-18	-8	9	4.3	-4
55	Cc1ccccc1NC(=S)Nc1ccc2[nH]c(=O)[nH]c2c1	9	2	-4	0.2	5

nr	CHO-K1 Ca PAM	M5 ag	CHRM4 agonist	M5 antag
46	19	0	1	-2
47	6	4	1	-9
48	18	-6	-1	15
49	0	-1	-1	8
50	-9	-4	0	8
51	15	-4	1	-1
52	10	-10	1	-7
53	20	-3	2	1
54	19	-8	3	10
55	-19	0	0	-5

# Compound activity as filed in PubChem.
